TcdB inh: inhibitors of Clostridioides difficile toxin B glycohydrolase. TcdB glycohydrolase enzymatic assay, plate reader. inhibition, % at 9.99 µM. 0.24% of 350,000 active. P18177; in the data active means inhibition above about 10%
Target sequence (P18177 whole entry, looked up): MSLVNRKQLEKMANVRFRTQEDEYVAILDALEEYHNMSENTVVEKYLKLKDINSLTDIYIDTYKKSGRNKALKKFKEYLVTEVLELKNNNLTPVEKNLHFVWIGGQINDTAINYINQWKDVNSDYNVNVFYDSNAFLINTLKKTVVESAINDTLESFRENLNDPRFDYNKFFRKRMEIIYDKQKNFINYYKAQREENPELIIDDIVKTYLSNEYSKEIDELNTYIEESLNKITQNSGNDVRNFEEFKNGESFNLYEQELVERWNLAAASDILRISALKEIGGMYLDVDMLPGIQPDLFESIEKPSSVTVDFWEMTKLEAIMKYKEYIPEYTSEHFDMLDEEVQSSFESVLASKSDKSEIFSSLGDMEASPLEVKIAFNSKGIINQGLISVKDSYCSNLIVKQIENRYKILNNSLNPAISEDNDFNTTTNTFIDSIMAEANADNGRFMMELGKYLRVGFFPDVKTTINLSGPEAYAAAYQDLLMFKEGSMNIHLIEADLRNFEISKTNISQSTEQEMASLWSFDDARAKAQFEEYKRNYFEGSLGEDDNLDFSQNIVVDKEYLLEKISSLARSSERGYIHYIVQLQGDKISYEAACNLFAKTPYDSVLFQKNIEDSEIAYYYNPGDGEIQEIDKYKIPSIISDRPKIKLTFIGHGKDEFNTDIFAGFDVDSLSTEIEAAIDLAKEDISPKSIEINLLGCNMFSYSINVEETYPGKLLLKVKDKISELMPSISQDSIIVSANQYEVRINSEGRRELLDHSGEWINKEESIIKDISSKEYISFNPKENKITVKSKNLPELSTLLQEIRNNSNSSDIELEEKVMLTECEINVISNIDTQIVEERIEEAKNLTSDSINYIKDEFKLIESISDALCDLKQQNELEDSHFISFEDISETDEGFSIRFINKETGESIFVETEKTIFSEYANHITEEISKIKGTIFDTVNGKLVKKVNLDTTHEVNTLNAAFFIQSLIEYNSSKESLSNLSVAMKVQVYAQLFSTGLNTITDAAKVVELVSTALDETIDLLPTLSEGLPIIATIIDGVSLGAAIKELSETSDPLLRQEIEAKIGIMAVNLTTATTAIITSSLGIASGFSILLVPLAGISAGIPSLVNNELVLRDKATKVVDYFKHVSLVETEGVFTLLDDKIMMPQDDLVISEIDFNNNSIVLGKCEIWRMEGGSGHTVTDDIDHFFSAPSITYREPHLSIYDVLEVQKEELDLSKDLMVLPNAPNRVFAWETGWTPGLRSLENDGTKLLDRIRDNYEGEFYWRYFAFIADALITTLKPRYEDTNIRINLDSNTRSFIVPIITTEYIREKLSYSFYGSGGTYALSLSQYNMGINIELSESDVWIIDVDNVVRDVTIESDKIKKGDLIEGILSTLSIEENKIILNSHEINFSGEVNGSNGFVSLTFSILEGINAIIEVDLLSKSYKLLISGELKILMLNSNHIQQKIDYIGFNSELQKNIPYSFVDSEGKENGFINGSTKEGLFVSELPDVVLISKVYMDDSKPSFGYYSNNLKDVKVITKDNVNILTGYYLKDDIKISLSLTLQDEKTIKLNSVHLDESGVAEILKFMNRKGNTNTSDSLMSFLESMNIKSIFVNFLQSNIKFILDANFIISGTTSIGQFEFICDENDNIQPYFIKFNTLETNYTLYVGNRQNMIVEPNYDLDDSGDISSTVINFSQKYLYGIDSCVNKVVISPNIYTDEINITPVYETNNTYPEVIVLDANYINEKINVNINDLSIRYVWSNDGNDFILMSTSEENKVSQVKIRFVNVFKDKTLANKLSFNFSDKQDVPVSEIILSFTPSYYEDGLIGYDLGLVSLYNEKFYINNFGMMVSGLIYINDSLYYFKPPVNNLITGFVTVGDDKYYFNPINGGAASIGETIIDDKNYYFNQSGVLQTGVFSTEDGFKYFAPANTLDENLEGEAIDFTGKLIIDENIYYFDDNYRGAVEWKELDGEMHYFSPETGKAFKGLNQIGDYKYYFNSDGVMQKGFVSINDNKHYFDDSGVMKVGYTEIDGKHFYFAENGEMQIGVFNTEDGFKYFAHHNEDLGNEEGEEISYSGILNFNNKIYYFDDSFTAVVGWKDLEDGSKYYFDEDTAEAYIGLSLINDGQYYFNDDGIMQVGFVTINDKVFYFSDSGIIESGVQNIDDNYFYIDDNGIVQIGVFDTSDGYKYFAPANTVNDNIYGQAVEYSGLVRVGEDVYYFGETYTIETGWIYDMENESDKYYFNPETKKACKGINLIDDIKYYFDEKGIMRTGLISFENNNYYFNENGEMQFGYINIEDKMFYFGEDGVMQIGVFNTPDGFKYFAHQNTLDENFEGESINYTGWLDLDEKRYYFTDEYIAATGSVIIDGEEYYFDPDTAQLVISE
Starred values were filed as active, the others as inactive; & = joins results of further samples.

SMILES	TcdB inh
C[C@H]1CN([C@@H](C)CO)S(=O)(=O)c2ccc(-c3ccccc3)cc2O[C@H]1CN(C)C(=O)Cc1ccccc1	0.0
C[C@@H]1CN([C@@H](C)CO)C(=O)Cc2cc(NS(=O)(=O)c3cccs3)ccc2O[C@H]1CN(C)Cc1ccc(C(F)(F)F)cc1	-0.8
C[C@@H](NC(=O)C[C@H]1CC[C@@H]2[C@H](COC[C@H](O)CN2C)O1)c1ccccc1	-0.5
C[C@@H]1CN([C@H](C)CO)C(=O)c2cc(C#Cc3ccccc3)cnc2O[C@@H]1CN(C)CC1CCOCC1	0.0
Cc1ccccc1S(=O)(=O)N1[C@@H]2CNC[C@H]1C2c1ccc(-c2cncnc2)cc1 (stereo partly specified)	-0.2&-0.7
C[C@H]1CCCCO[C@@H](CN(C)C(=O)Nc2ccc(C(F)(F)F)cc2)[C@@H](C)CN([C@@H](C)CO)C(=O)c2cc(NC(=O)CCC(F)(F)F)ccc2O1	-0.1
C/C=C/c1ccc2c(c1)[C@@H]1[C@@H](CCN1C(=O)Cc1cccnc1)[C@@H](CO)N2C	0.4
C/C=C/c1ccc([C@H]2[C@@H](CO)N(C(C)=O)[C@H]2CN(C)S(=O)(=O)CC)cc1	1.4
C[C@@H]1CN([C@@H](C)CO)C(=O)c2cc(NC(=O)Nc3ccc(F)cc3)ccc2O[C@@H](C)CCCCO[C@H]1CN(C)Cc1ccc(Cl)c(Cl)c1	0.8
CCNC(=O)[C@@H]1[C@@H](CO)[C@@H]2Cn3c(ccc(-c4ccccc4)c3=O)[C@@H]2N1Cc1cc(F)ccc1F	-1.0
COc1ccccc1CNC(=O)C[C@H]1CC[C@@H](NC(C)=O)[C@H](CO)O1	-1.0
COc1ccccc1-c1ccc([C@H]2[C@@H](CO)N3CCCCN(C(=O)c4cccnc4)C[C@@H]23)cc1	0.5
C[C@H](CO)N1C[C@H](C)[C@@H](CN(C)S(=O)(=O)c2ccc(Cl)cc2)Oc2c(cccc2N(C)C)C1=O	0.6
CCC(=O)N1C[C@@H](C)[C@H](OC)CN(C)C(=O)c2cc(NC(=O)NC3CCCC3)ccc2OC[C@H]1C	0.7
CN(C)C(=O)[C@H]1[C@H](CO)[C@H]2Cn3c(cccc3=O)[C@H]2N1C(=O)C1CCCC1	0.7
C[C@H](CO)N1C[C@H](C)[C@@H](CN(C)Cc2ccc(C(=O)O)cc2)Oc2ccc(NC(=O)C3CCCCC3)cc2C1=O	-0.4
Cc1noc(C)c1S(=O)(=O)Nc1ccc2c(c1)C(=O)N([C@H](C)CO)C[C@H](C)[C@@H](CN(C)C(=O)Nc1cccc3ccccc13)OCCCC[C@H](C)O2	-0.6
NCC[C@@H]1CC[C@@H](NC(=O)Nc2ccc(F)cc2)[C@@H](CO)O1	0.3
C[C@@H]1CN([C@H](C)CO)C(=O)c2cccc(NS(C)(=O)=O)c2O[C@@H]1CN(C)Cc1ccncc1	-0.5
CN1c2ccc(-c3ccc(F)cc3)cc2[C@H]2[C@H](CCN2C(=O)c2ccc(F)cc2)[C@@H]1CO	-0.3
Cc1ccc(S(=O)(=O)Nc2ccc3c(c2)C(=O)N([C@@H](C)CO)C[C@@H](C)[C@H](CN(C)Cc2ccccc2)OCCCC[C@H](C)O3)cc1	-1.0
O=C(NCC[C@H]1CC[C@H](NC(=O)c2cnccn2)[C@H](CO)O1)Nc1ccc(Cl)cc1	0.6
CC(C)NC(=O)Nc1ccc2c(c1)C(=O)N([C@@H](C)CO)C[C@H](C)[C@@H](CN(C)C(=O)Nc1ccc3c(c1)OCO3)OCCCC[C@@H](C)O2	0.5
C[C@@H]1CN([C@@H](C)CO)C(=O)c2cc(NS(C)(=O)=O)ccc2O[C@@H]1CN(C)S(=O)(=O)c1cn(C)cn1	-0.1
CN(C)CC#Cc1cccc(-c2nc(C(=O)N[C@@H]3CCN(Cc4ccccc4)C3)cc3c2[C@H](CCO)N(S(=O)C(C)(C)C)C3)c1 (stereo partly specified)	-0.1
(list continues)
SMILES	TcdB inh
C[C@H](CO)N1C[C@H](C)[C@H](CN(C)Cc2ccc3c(c2)OCO3)Oc2ncc(-c3cccc(F)c3)cc2C1=O	-0.3
O=C(C1CC1)N1CC(=O)N2[C@@H](CO)[C@H](c3ccc(C#Cc4cccc(F)c4)cc3)[C@@H]2C1	2.1
CN(C)C(=O)[C@@H]1[C@@H](CO)[C@@H]2Cn3c(cccc3=O)[C@@H]2N1CCc1ccccc1	-0.2
C[C@H]1CN([C@@H](C)CO)C(=O)c2cc(NC(=O)c3ccncc3)ccc2O[C@H]1CN(C)C(=O)Nc1ccc(C(F)(F)F)cc1	1.7
O=C(Nc1cccc(F)c1)N[C@@H]1CC[C@H](CCn2cc(Cc3ccccc3)nn2)O[C@H]1CO	-1.5
CN1c2ccc(Br)cc2[C@H]2[C@H](CCN2S(=O)(=O)c2cccc(F)c2)[C@H]1CO	-0.7
COCCOC(=O)N1C(=O)[C@@]2(c3ccccc31)[C@H](c1ccc(O)cc1)N1[C@H](c3ccccc3)[C@H](c3ccccc3)OC(=O)[C@H]1[C@@H]2C(=O)N1CCc2cc(OC)c(OC)cc2C1	0.3
O=C(C[C@@H]1CC[C@H](NC(=O)Nc2ccc(C(F)(F)F)cc2)[C@H](CO)O1)NCc1cccc(F)c1	2.2
CCCNC(=O)C[C@H]1CC[C@H]2[C@@H](COc3ccc(NC(=O)C4CCCC4)cc3C(=O)N2C)O1	-0.9
C[C@@H]1CN([C@H](C)CO)C(=O)c2cc(C3=CCCCC3)cnc2O[C@@H]1CN(C)C(=O)c1cccc(F)c1	1.1
CCCC#Cc1cnc2c(c1)C(=O)N([C@H](C)CO)C[C@H](C)[C@@H](CN(C)C)O2	-2.1
COc1cccc(C#Cc2ccc([C@H]3[C@@H](CO)N4C(=O)CN(C(=O)c5ccccc5)C[C@@H]34)cc2)c1	0.7
CO[C@H]1CN(C)C(=O)c2cc(NS(C)(=O)=O)ccc2OC[C@H](C)N(S(C)(=O)=O)C[C@H]1C	-2.6
CCCNC(=O)N(C)C[C@H]1Oc2cc(C#CC3CC3)ccc2S(=O)(=O)N([C@@H](C)CO)C[C@@H]1C	1.1
COC(=O)C[C@@H]1CC[C@H]2[C@H](COc3ccc(NS(=O)(=O)c4cccc(F)c4)cc3C(=O)N2C)O1	2.1
C[C@@H]1CCCCO[C@H](CN(C)C)[C@@H](C)CN([C@@H](C)CO)C(=O)c2cc(NC(=O)Nc3ccc4c(c3)OCO4)ccc2O1	-1.9
Cc1cccc(S(=O)(=O)N2CC[C@@H]3[C@@H](CO)Nc4ccc(C#Cc5cccnc5)cc4[C@@H]32)c1	-2.9
C/C=C/c1cccc(-c2nc(C(=O)N(C)C)cc3c2[C@H](CCO)N([S@@](=O)C(C)(C)C)C3)c1	1.6
CO[C@H](CN(C)S(=O)(=O)c1ccc(F)cc1)[C@H](C)CN(C(=O)Nc1ccccc1F)[C@H](C)CO	-5.0
COc1ccc(NC(=O)Nc2ccc3c(c2)CC(=O)N([C@H](C)CO)C[C@@H](C)[C@H](CN(C)Cc2ccc(C(=O)O)cc2)O3)cc1	0.2
COc1ccc(NC(=O)N(C)C[C@@H]2Oc3ccc(NC(=O)CCCN(C)C)cc3C(=O)N([C@H](C)CO)C[C@@H]2C)cc1	0.2
C[C@@H]1CCCCO[C@H](CN(C)Cc2ccc(Cl)c(Cl)c2)[C@@H](C)CN([C@@H](C)CO)C(=O)c2cc(NS(=O)(=O)c3ccc(F)cc3)ccc2O1	-0.2
CC(C)NC(=O)N(C)C[C@@H]1Oc2cc(-c3ccccc3F)ccc2S(=O)(=O)N([C@@H](C)CO)C[C@H]1C	1.5
C[C@H](CO)N1C[C@H](C)[C@H](CN(C)C(=O)NC2CCCCC2)OCCCC[C@H](C)Oc2ccc(NS(=O)(=O)c3ccc(F)cc3)cc2C1=O	-0.2
CN1C[C@@H](O)COC[C@H]2O[C@H](CC(=O)NC3CCC3)CC[C@@H]21	0.3

2 compounds drawn at random from those above, as already listed:
SMILES	TcdB inh
COc1ccc(NC(=O)N(C)C[C@@H]2Oc3ccc(NC(=O)CCCN(C)C)cc3C(=O)N([C@H](C)CO)C[C@@H]2C)cc1	0.2
COC(=O)C[C@@H]1CC[C@H]2[C@H](COc3ccc(NS(=O)(=O)c4cccc(F)c4)cc3C(=O)N2C)O1	2.1

Returning to the listing with the 6 entries that preceded the break.
SMILES	TcdB inh
COc1ccc(NC(=O)Nc2ccc3c(c2)CC(=O)N([C@H](C)CO)C[C@@H](C)[C@H](CN(C)Cc2ccc(C(=O)O)cc2)O3)cc1	0.2
COc1ccc(NC(=O)N(C)C[C@@H]2Oc3ccc(NC(=O)CCCN(C)C)cc3C(=O)N([C@H](C)CO)C[C@@H]2C)cc1	0.2
C[C@@H]1CCCCO[C@H](CN(C)Cc2ccc(Cl)c(Cl)c2)[C@@H](C)CN([C@@H](C)CO)C(=O)c2cc(NS(=O)(=O)c3ccc(F)cc3)ccc2O1	-0.2
CC(C)NC(=O)N(C)C[C@@H]1Oc2cc(-c3ccccc3F)ccc2S(=O)(=O)N([C@@H](C)CO)C[C@H]1C	1.5
C[C@H](CO)N1C[C@H](C)[C@H](CN(C)C(=O)NC2CCCCC2)OCCCC[C@H](C)Oc2ccc(NS(=O)(=O)c3ccc(F)cc3)cc2C1=O	-0.2
CN1C[C@@H](O)COC[C@H]2O[C@H](CC(=O)NC3CCC3)CC[C@@H]21	0.3
O=C(C[C@H]1C[C@H]2c3cc(NC(=O)Cc4ccncc4)ccc3O[C@H]2[C@H](CO)O1)NCc1cc(F)ccc1F	0.6
O=C(NC1CCC1)[C@@H]1[C@@H](CO)[C@@H]2Cn3c(ccc(C4=CCCCC4)c3=O)[C@@H]2N1C(=O)C1CCOCC1	1.5
O=S(=O)(N[C@H]1CC[C@H](CCn2cc(-c3ccc(F)cc3)nn2)O[C@@H]1CO)c1ccccc1F	-1.2
CO[C@H]1CN(C)C(=O)c2cccc(C#N)c2OC[C@H]2O[C@@H](CC[C@H]2OC)CCN(C)C(=O)[C@@H]1C	0.0
O=C(Nc1ccccc1)N1CC(=O)N2[C@H](C1)[C@H](c1ccc(C#CC3CC3)cc1)[C@@H]2CO	-1.3
O=C(c1ccc(F)cc1)N1CC(=O)N2[C@H](CO)[C@H](c3ccc(-c4cccnc4)cc3)[C@@H]2C1	0.8
N#C[C@@H]1[C@@H](c2ccc(C#CC3CCCCC3)cc2)[C@H](CO)N1C(=O)Nc1ccc(F)cc1	-1.4
O=C(NCC[C@H]1CC[C@@H](NS(=O)(=O)c2ccc(Oc3ccccc3)cc2)[C@@H](CO)O1)C1CC1	-0.3
CN(C)C(=O)c1ccc(-c2ccc3c(c2)[C@@H]2[C@@H](CCN2C(=O)c2ccc(F)cc2)[C@H](CO)N3C)cc1	-1.0
COc1ccc(C#Cc2cnc3c(c2)C(=O)N([C@H](C)CO)C[C@@H](C)[C@H](CN(C)CC2CCCC2)O3)cc1	1.0
CO[C@@H]1CN(C)C(=O)c2ccc(NC(=O)C3CC3)cc2OC[C@@H](C)N(CC2CCCC2)C[C@H]1C	-1.2
O=C(Nc1cccc(F)c1)N1CC(=O)N2[C@H](CO)[C@H](c3ccc(-c4ccc(F)cc4)cc3)[C@@H]2C1	-6.3
C[C@H]1CN([C@@H](C)CO)C(=O)c2cc(NC(=O)C3CC3)ccc2O[C@@H]1CN(C)S(=O)(=O)c1cccs1	1.0
COc1ccc(CN(C)C[C@H]2Oc3ccc(NC(=O)Nc4ccc(OC)cc4)cc3C(=O)N([C@@H](C)CO)C[C@@H]2C)cc1	-1.4
C[C@@H]1CCCCO[C@H](CN(C)S(=O)(=O)c2ccc(Cl)cc2)[C@H](C)CN([C@@H](C)CO)C(=O)c2cc(NC(=O)c3ccncc3)ccc2O1	-1.4
C[C@H](CO)N1C[C@H](C)[C@@H](CN(C)S(=O)(=O)c2cn(C)cn2)OCCCC[C@H](C)Oc2ccc(NC(=O)Nc3ccccc3)cc2C1=O	-0.5
C[C@H](CO)N1C[C@H](C)[C@@H](CN(C)S(=O)(=O)c2cccs2)Oc2ccc(NC(=O)Cc3ccccc3)cc2CC1=O	-5.1
COc1ccc(NC(=O)N(C)C[C@@H]2Oc3ccc(NS(=O)(=O)c4ccc(F)cc4)cc3CC(=O)N([C@H](C)CO)C[C@@H]2C)cc1	-3.2
O=C(C[C@@H]1C=C[C@@H](NC(=O)Nc2ccc3c(c2)OCO3)[C@@H](CO)O1)NCc1ccc(F)cc1	-2.9
C[C@@H]1CN([C@H](C)CO)C(=O)c2cc(NC(=O)Cc3ccccc3)ccc2O[C@@H]1CN(C)S(=O)(=O)c1ccc(Cl)cc1	0.5
Cc1cccc(S(=O)(=O)N2CC[C@@H]3[C@@H](CO)Nc4ccc(C#Cc5cccc(F)c5)cc4[C@@H]32)c1	-0.1
COc1ccc(S(=O)(=O)N(C)C[C@@H]2OCCCC[C@@H](C)Oc3ccc(NC(=O)CCCN(C)C)cc3C(=O)N([C@@H](C)CO)C[C@@H]2C)cc1	0.1
C[C@H]1CN([C@@H](C)CO)C(=O)c2cccc(NS(=O)(=O)c3cn(C)cn3)c2O[C@H]1CN(C)Cc1ccc(Oc2ccccc2)cc1	-0.5
COCCNC(=O)C[C@@H]1C[C@@H]2c3cc(NS(=O)(=O)c4ccccc4)ccc3O[C@@H]2[C@H](CO)O1	-0.5
C[C@@H]1CCCCO[C@@H](CN(C)Cc2ccc(C(=O)O)cc2)[C@H](C)CN([C@H](C)CO)C(=O)c2cc(NC(=O)Nc3ccc(F)cc3)ccc2O1	-0.8
More entries.
SMILES	TcdB inh
COCC#Cc1ccc([C@H]2[C@@H](CO)N3C(=O)CN(C(=O)C4CCCC4)C[C@H]23)cc1	0.0
CC(=O)N[C@H]1C=C[C@H](CC(=O)NCc2ccc(Cl)cc2)O[C@@H]1CO	0.0
CC(C)NC(=O)N(C)C[C@H]1OCCCC[C@H](C)Oc2ccc(NC(=O)c3ccccc3)cc2C(=O)N([C@@H](C)CO)C[C@H]1C	1.0
COC(=O)[C@@H]1[C@@H](CO)[C@@H]2Cn3c(ccc(-c4ccc(OC)cc4)c3=O)[C@@H]2N1S(C)(=O)=O	0.2
COCc1cn(CC[C@H]2CC[C@@H](NC(=O)Nc3ccc(Cl)cc3)[C@H](CO)O2)nn1	-0.7
CNC[C@@H]1Oc2c(NC(=O)Nc3ccc4c(c3)OCO4)cccc2C(=O)N([C@@H](C)CO)C[C@H]1C	-0.7

Compound activity (PubChem BioAssay)

These rows are one share of the data; the hit share may differ from the screen's.
